# PP1 counter: counter-screen for PP5 inhibitors: inhibitors of human PP1-alpha. 320,000 tested, 0.9% active. P62136. inhibition, % at 6.7 µM. purified PP1alpha, OMFP fluorescence. AID 2235;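 active = inhibition above the mean inhibition of all tested compounds plus 3 SD, computed separately for each screening campaign, cut at about 15% in these data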
# Target sequence (P62136 whole entry, looked up): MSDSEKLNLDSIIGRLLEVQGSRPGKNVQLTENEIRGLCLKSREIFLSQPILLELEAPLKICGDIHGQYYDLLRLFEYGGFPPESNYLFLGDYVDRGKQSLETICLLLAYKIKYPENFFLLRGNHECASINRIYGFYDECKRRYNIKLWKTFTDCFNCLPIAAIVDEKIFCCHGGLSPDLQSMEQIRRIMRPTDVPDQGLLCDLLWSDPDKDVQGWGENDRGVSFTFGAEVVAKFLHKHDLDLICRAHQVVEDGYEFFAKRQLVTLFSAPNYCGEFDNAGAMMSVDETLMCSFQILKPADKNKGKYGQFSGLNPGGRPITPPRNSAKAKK
# EBNA-1 inh: blocks EBNA-1 binding to DNA. EBNA-1 DNA binding, fluorescence polarization. inhibition, % at 14.8 µM. 300,000 tested, 0.34% active; in the data active = inhibition above about 28%
# PREPL inhibitor: inhibits the human prolyl oligopeptidase-like enzyme | Q4J6C6 | recombinant PREPL, fluorescence polarization activity-based probe | inhibition, % at 5.96 µM | 320,000 tested, 0.68% active | AID 2751; in the data active = inhibition above about 43%;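 note: 0% = enzyme with DMSO and 100% = wells lacking enzyme; many of its hits are not listed in these tables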
# HCV core dimer: HCV core protein dimerization inhibition. TR-FRET GST/Flag-core106 dimerization, 1536-well. inhibition, % at 5 µM. 300,000 tested, 0.33% active;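 active = inhibition above the mean of all tested compounds plus 3 SD, set per screening campaign, cut at about 45% in these data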
#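 assay system = GST-tagged and Flag-tagged HCV core protein residues 1-106 | controls = unlabelled core106 and no-GST-core106 wells | incubation = compound-protein-antibody incubation 4 h at 22.5 °C | probe or stimulus = Eu donor and XL665 acceptor anti-tag antibodies | read-out = % inhibition based on acceptor/donor emission ratio | signal = TR-FRET 671 and 617 nm emission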
# TPT1 inhibitor: inhibitors of Candida albicans tRNA 2'-phosphotransferase TPT1; recombinant caTPT1, FP RNA substrate dephosphorylation; inhibition, % at 5 µM; 300,000 tested, 0.81% active; AID 1962;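 active = inhibition above the mean of all tested compounds plus 3 SD, set per screening campaign, cut at about 24% in these data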;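 note: plate controls were DMSO alone for no effect and ferristatin control at 100 nM for full effect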
# Fh CTSL1 inh: blocks F. hepatica cathepsin L1 in PFM18AAP counter-screen | recombinant F. hepatica cathepsin L1, Z-Leu-Arg-MCA fluorescence | inhibition, % at 5.96 µM | 300,000 tested, 0.49% active | AID 1906;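 active = inhibition above the mean of all tested compounds plus 3 SD, set per screening campaign, cut at about 17% in these data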;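 note: 0% = plate median of test compound wells and 100% = 1 µM Z-Phe-Ala-diazomethylketone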
# PP5 primary: blocks human protein phosphatase 5 activity; purified PP5c, OMFP substrate fluorescence; inhibition, % at 6.7 µM; 320,000 tested, 0.18% active; AID 1987;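 active = inhibition above the campaign's mean inhibition across all tested compounds plus 3 SD, cut at about 9.5% in these data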;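 note: 0% = DMSO only and 100% = 100 µM cantharidin control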
# Target sequence (P53041 whole entry, looked up): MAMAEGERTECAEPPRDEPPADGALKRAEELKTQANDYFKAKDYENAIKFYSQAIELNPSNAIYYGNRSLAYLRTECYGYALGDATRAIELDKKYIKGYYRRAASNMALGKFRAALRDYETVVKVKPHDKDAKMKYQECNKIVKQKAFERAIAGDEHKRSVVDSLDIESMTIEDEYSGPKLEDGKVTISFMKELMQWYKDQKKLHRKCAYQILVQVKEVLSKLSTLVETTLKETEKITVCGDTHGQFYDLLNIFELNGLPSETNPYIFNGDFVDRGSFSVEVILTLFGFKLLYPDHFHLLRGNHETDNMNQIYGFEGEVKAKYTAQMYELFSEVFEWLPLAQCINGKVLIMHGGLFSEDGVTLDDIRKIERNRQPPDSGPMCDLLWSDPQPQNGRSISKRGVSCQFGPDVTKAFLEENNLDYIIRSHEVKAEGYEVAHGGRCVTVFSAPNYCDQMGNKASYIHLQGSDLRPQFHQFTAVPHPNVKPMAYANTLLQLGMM
# Efflux pump inh: blocks antifungal efflux pumps in multiplex yeast assay. inhibition, % at 10 µM. 330,000 tested, 0.44% active. S. cerevisiae Candida pump triplex, Nile Red efflux;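 active = plate passing quality check with inhibition over a set limit, or well fluorescence over plate mean plus 4 SD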;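 note: Nile Red retained in pooled yeast measured as flow cytometry median fluorescence; 0% = buffer negative control and 100% = Enniatin B positive control; higher means more Nile Red kept so more efflux inhibition; some compounds called inactive have numbers as strong as hits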
# ZTA DNA inh: counter-screen for EBNA-1 inhibitors: inhibitors of Epstein-Barr virus ZTA | 320,000 tested, 0.15% active | P03206 | ZTA-DNA binding, fluorescence polarization | inhibition, % at 11 µM | AID 2234; in the data active = inhibition above about 33%
# Target sequence (P03206 whole entry, looked up): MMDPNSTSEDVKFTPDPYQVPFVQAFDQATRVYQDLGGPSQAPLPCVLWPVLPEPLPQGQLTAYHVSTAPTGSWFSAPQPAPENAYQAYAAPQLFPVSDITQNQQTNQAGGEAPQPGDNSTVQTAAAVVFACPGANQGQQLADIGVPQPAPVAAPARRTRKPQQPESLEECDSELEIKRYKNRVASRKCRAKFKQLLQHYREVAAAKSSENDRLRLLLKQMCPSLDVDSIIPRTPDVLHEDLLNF
# Numbers without * were called inactive; nt = not tested or not shown. An excerpt (hit frequency here may not be typical).
SMILES,PP1 counter,EBNA-1 inh,PREPL inhibitor,HCV core dimer,TPT1 inhibitor,Fh CTSL1 inh,PP5 primary,Efflux pump inh,ZTA DNA inh
Cc1ccc(/C(O)=C2/C(=O)C(=O)N(c3ccccn3)C2c2ccc(F)cc2)cc1 (stereo not given),14.2,-14.6,-3.9,-3.1,-0.7,2.9,-4.0,-0.1,-7.6
COc1ccc(N(CC(=O)Nc2ccccc2SC)S(C)(=O)=O)cc1OC,-3.5,-4.5,4.5,-0.9,0.1,4.3,3.2,0.0,-2.1
COC(=O)c1ccc(COc2ccc(NC(C)=O)cc2)o1,-1.7,-7.2,-2.5,-2.0,1.6,6.1,3.3,0.2,4.1
Cc1ccc(NC(=O)CSCC(=O)Nc2sccc2C#N)cc1,-3.1,1.5,7.3,4.5,5.0,0.8,-1.1,-0.1,-3.1
Fc1ccc(Oc2cc(N3CCOCC3)nc(-c3ccccc3)n2)c(F)c1,0.3,-4.1,3.3,0.7,0.4,4.8,1.8,0.0,5.0
CCOc1cc(/C=C\c2[nH]c(=O)[nH]c(=O)c2[N+](=O)[O-])ccc1OC(C)CC (stereo not given),5.8,9.0,10.4,11.8,3.1,3.2,0.3,0.2,38.6*
Cc1cccc(-c2cc(C(=O)Nc3cccnc3)c3ccccc3n2)c1,2.7,-0.8,-1.4,6.7,-0.7,1.8,1.5,0.0,6.9
O=C(NC(Cc1c[nH]c2ccccc12)C(=O)O)/C(=C\c1ccc2c(c1)OCO2)NC(=O)c1ccccc1 (stereo not given),3.8,-13.1,3.8,-5.2,-2.0,7.3,0.1,-0.2,-13.9
CCCCN(C(=O)Cn1nnc2ccccc21)C(C(=O)NCCOC)c1ccc(OC)cc1OC (stereo not given),-4.2,3.8,-10.8,2.7,-1.9,-1.8,-0.6,0.1,-4.8
O=S(=O)(Nc1ccc(OC(F)F)cc1)c1ccc(-c2ccon2)s1,1.7,5.4,-1.7,14.0,2.4,-1.9,2.2,-0.1,-8.8
CC1CCN(c2ccc3nnc(CCC(=O)N4CCCCC4)n3n2)CC1,-2.8,-0.1,12.5,1.6,-1.2,3.2,-0.4,0.1,-4.7
COc1ccccc1N1CCN(C2CCCN(C(=O)c3ccccn3)C2)CC1 (stereo not given),2.8,-0.6,11.2,-1.1,1.8,-1.9,-1.5,1.1,8.5
COCCCn1c(C(C)C)nc2oc3cc(OC)ccc3c(=O)c2c1=O,4.7,-4.6,12.5,-1.8,-1.7,-0.8,3.8,0.0,-17.6
CCCC(=O)Nc1ccc(C(=O)Nc2cccc(OC)c2)cc1,-2.3,-4.3,8.4,-4.0,-1.3,4.0,-1.9,-0.3,4.7
COc1ccc(C(=O)Nc2nnc(SCC(=O)NC3CCCC3)s2)c(OC)c1,-6.0,-1.6,8.7,12.7,0.2,-5.2,1.5,0.0,-11.9
CCOC(=O)c1sc(NC(=O)c2ccc(=O)[nH]c2)nc1C,-5.3,-6.3,8.9,-18.4,0.2,7.2,4.4,0.2,-5.9
O=C(COC(=O)c1c(F)cccc1F)Nc1ccc2[nH]c(=O)[nH]c2c1,1.1,-10.6,16.4,-5.6,0.9,-2.9,0.9,0.0,-5.6
COc1ccc(S(=O)(=O)Nc2c(C)cc(C)cc2C)c2cccnc12,1.8,-20.3,9.4,2.4,-1.3,-4.8,2.8,-0.1,-12.5
COc1ccc([C@H]2CC(=O)C=C(c3cccc(Br)c3)C2)cc1,-3.0,nt,-16.6,nt,nt,nt,-2.4,-0.1,15.4
COc1ccc(S(=O)(=O)NCc2ccc(C(=O)N3CCN(c4ccccn4)CC3)cc2)cc1,-3.7,4.5,4.6,-2.0,-6.2,-2.7,1.2,0.0,4.5
Cn1cnnc1SCC(=O)OCN1C(=O)c2ccccc2C1=O,-2.5,-3.4,7.0,4.8,-10.8,-32.4,2.0,0.4,9.6
O=C1c2cccc3cccc(c23)C(=O)N1CCCCCc1n[nH]c(=S)o1,3.7,-8.2,1.9,6.6,-1.5,11.3,-3.1,-0.1,-8.8
O=C1CCc2cc(S(=O)(=O)NC(Cc3ccccc3)C(=O)NC3CCCCC3)ccc2N1 (stereo not given),-4.9,-7.8,2.9,-3.1,0.1,3.4,3.9,0.2,-8.6
CO/N=C\CC(=O)Nc1ccc(F)cc1,-5.6,-6.8,-4.3,-14.9,-3.9,-4.6,0.1,0.0,-1.4
N=C1C(c2nc3ccccc3c(=O)[nH]2)=C(O)CN1CCc1ccccc1,-1.4,-11.4,3.2,2.9,-3.9,1.7,-0.8,0.2,-11.5
Cc1ccc(C)c(-c2cc(C(=O)N/N=C/c3cccnc3)c3ccccc3n2)c1,1.1,7.6,8.2,5.8,-1.4,0.0,4.4,-0.1,15.4
Cn1c(=O)c2c(SCC(=O)Nc3ccccc3F)nc(-c3ccccc3F)nc2n(C)c1=O,10.3,0.8,3.2,10.5,-1.2,-1.7,2.0,0.0,-1.3
CN(CC(=O)Nc1ccccc1Cl)C(=O)CSc1nnc(N)s1,0.2,3.3,19.5,-7.7,-4.2,0.4,0.3,-0.1,3.4
COc1ccc(-c2nnc(SCC(=O)Nc3ccc4c(c3)OCCO4)n2N)cc1OC,4.8,-0.8,2.5,7.2,-0.3,0.6,-2.8,-0.2,2.2
CCOC(=O)CSc1nc2ccccc2c(=O)n1-c1ccc(C)cn1,-3.7,16.1,-3.0,4.3,-0.1,0.2,-2.2,-0.2,4.7
CCN(CC)S(=O)(=O)c1ccc(NC(=O)COc2c(OC)cccc2OC)cc1,0.2,-15.9,-0.5,13.4,-4.6,-8.2,1.0,0.1,-0.7
O=C(c1cc(C(=O)N2CCCC2)cc([N+](=O)[O-])c1)N1CCCC1,-0.9,6.5,18.0,0.4,-0.9,2.9,2.2,-0.2,-7.5
O=C(COC(=O)c1ccc(O)cc1)NC1CCCC1,-0.2,-2.6,15.4,-2.9,1.1,-9.0,-1.1,0.3,5.5
Cc1ccc(N2CS(=O)(=O)/C(=C/N(C)C)C2=O)cc1,1.1,-10.4,0.3,-1.1,1.1,-0.5,2.8,0.3,-14.9
CC1(C)CC(=O)C=C(Nc2ccc([N+](=O)[O-])cc2)C1,-2.1,-16.4,11.2,-0.7,0.4,6.8,-3.1,0.2,-11.0
CCN(CC(=O)NCc1ccc(Cl)cc1)C(=O)/C=C/c1cc(OC)c(OC)c(OC)c1,-0.6,-4.7,4.7,-0.8,-3.6,4.0,-1.0,0.1,-2.8
CN(C)CCC1Sc2ccccc2Oc2ccccc21 (stereo not given),3.3,-14.9,-2.2,-2.8,1.0,-5.3,-0.3,0.0,-1.4
CC(C)NC(=O)NC1C2CC3CC(C2)CC1C3 (stereo not given),-1.7,-4.2,-5.2,-4.2,-3.0,-2.4,3.3,0.0,-5.4
C/C(=N\NC(=O)c1ccc(Cl)c(Cl)c1)c1ccc(Br)s1,0.2,2.4,1.0,-1.2,-2.6,3.4,-1.7,-0.2,8.3
CCCCCCSc1ccc([C@H]2N[C@@](C)(C(=O)OC)[C@H]3C(=O)N(CC)C(=O)[C@@H]23)cc1,6.5,0.1,-4.7,6.9,-1.6,0.5,3.7,0.1,-1.2
COc1cccc(CN2CC(C(=O)NCCc3ccccc3C(F)(F)F)CCC2=O)c1 (stereo not given),1.7,11.5,-2.3,-5.3,-2.4,-3.1,-0.2,-0.1,5.7
CCOC(=O)/C=C(C)\C=C\c1c[nH]c2ccccc12,-1.9,-1.0,-6.6,-3.3,0.6,-0.3,0.8,-0.1,4.6
O=C(Nc1ccc(N2CCN(C(=O)c3ccco3)CC2)c(Cl)c1)c1cc2ccccc2o1,6.0,-5.5,28.2,22.6,-8.9,8.8,2.4,0.3,6.0
COc1ccc(OC)c(CN2CCN(Cc3cc(=O)oc4cc(O)ccc34)CC2)c1,0.8,9.5,12.8,14.0,-3.2,10.8,1.0,0.0,11.7
CC(=O)Nc1ccc(C(=O)OCC(=O)N2CCN(C(=O)c3ccco3)CC2)cc1,0.1,nt,11.6,nt,nt,nt,2.0,0.0,3.0

# Continued; it opens with the three that closed the last part.
SMILES,PP1 counter,EBNA-1 inh,PREPL inhibitor,HCV core dimer,TPT1 inhibitor,Fh CTSL1 inh,PP5 primary,Efflux pump inh,ZTA DNA inh
O=C(Nc1ccc(N2CCN(C(=O)c3ccco3)CC2)c(Cl)c1)c1cc2ccccc2o1,6.0,-5.5,28.2,22.6,-8.9,8.8,2.4,0.3,6.0
COc1ccc(OC)c(CN2CCN(Cc3cc(=O)oc4cc(O)ccc34)CC2)c1,0.8,9.5,12.8,14.0,-3.2,10.8,1.0,0.0,11.7
CC(=O)Nc1ccc(C(=O)OCC(=O)N2CCN(C(=O)c3ccco3)CC2)cc1,0.1,nt,11.6,nt,nt,nt,2.0,0.0,3.0
COc1ccccc1OCC(=O)N/N=C/C=C/c1ccc([N+](=O)[O-])o1,2.4,9.2,10.8,21.9,6.8,-1.3,0.3,0.9,16.6
O=S(=O)(c1ccccc1)c1cnn2c(C(F)(F)F)cc(-c3ccccc3)nc12,0.4,3.7,-10.3,5.2,-3.8,-0.5,1.3,-0.1,-9.3
O=C(Nc1ccncc1)C1(c2ccccc2)CCCC1,1.5,6.0,-5.5,-2.7,0.8,-1.0,1.0,0.1,10.6
CCCCn1c(N)c(N(CCOC)C(=O)CSCc2ccc(Cl)c(Cl)c2)c(=O)[nH]c1=O,-4.9,-3.2,17.0,-2.3,0.1,-3.9,1.9,0.0,-1.5
Cc1ccc(C)c(NC(=O)C2CCCN2C(=O)OC(C)(C)C)c1 (stereo not given),-0.3,-4.3,17.0,-2.4,-2.7,-4.5,3.0,-0.1,7.1
COCCCNC(=O)/C(C#N)=C/c1c(N2CCCCCC2)nc2ccccn2c1=O,0.1,1.6,15.1,-12.6,0.3,-3.3,-0.9,0.0,-5.5
CCN(C(=O)CSc1nc2cc(C(F)(F)F)ccc2n1Cc1ccccc1)C1CCS(=O)(=O)C1 (stereo not given),1.4,-1.0,-1.9,7.5,0.9,4.2,-0.5,0.3,-5.0
COC(CNC(=O)c1ccc(N2CCCC2=O)cc1)OC,-2.4,11.0,8.9,-6.2,4.9,-1.0,1.1,0.2,-4.2
Cc1cc(=O)c(C(=O)O)nn1-c1ccccc1F,1.8,-8.8,10.3,-8.1,0.4,-1.8,1.8,-0.1,-8.8
Cc1cc(C)nc(-n2ncc3c2CC(c2ccc(C(C)C)cc2)CC3=O)n1 (stereo not given),15.3*,8.0,28.2,15.4,-1.1,5.0,1.2,-0.1,-14.1
N#C/C(=C\c1ccccc1Cl)C(=O)Nc1ccccn1,-5.5,-1.0,1.1,2.7,0.3,0.8,1.4,0.1,4.5
CCOc1cc(S(=O)(=O)N2CCN(c3ccc(F)cc3)CC2)c(OCC)cc1-n1cnnn1,-3.2,-2.9,5.8,10.5,4.0,2.5,2.8,0.1,7.9
CCOc1cccc(C(=O)Nc2cccc(-c3nc4ncccc4o3)c2C)c1,1.2,2.2,-7.2,3.6,-7.6,0.7,-2.2,-0.1,-2.9
CN1c2ccccc2C(O)=C(C(=S)Nc2ccc(Cl)cc2)S1(=O)=O,5.5,1.5,1.9,15.1,-2.8,5.9,0.0,0.0,-1.8
COc1ccc(Cl)c2sc(N3CCN(C(C)=O)CC3)nc12,-10.2,0.3,13.5,2.4,1.5,0.1,1.7,0.2,-16.0
O=C(NCCC(=O)N1CCC2(CC1)NCCc1[nH]cnc12)c1cccc(Cl)c1,-6.0,6.1,5.2,8.7,-1.7,1.1,0.2,-0.1,2.7

# Source: PubChem BioAssay
